Myeloid diff MLP = compounds promoting myeloid differentiation; ER-HoxA9 myeloid progenitors, lysozyme-GFP differentiation, flow cytometry; calls only at 10 µM; hit rate 1% among 360,000;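 active means normalized GFP-positive differentiation at or above the plate's own cutoff, the solvent-only control mean plus 3 SD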;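 further: cells exposed to compound for four days before flow analysis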
Dynein cargo inh = blocks dynein driven cargo transport along microtubules; 3617.4 mouse cells, GR-EGFP nuclear translocation imaging; test concentration mostly 20 µM; stimulated with dexamethasone, 1 µM; hits give low values; z-score, hits read low; hit rate 0.47% among 220,000;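 active means plate z-score of nuclear minus cytoplasmic receptor signal below a set negative limit, without overly bright fluorescence or cell loss, cut at about -3.5 in these data, passing the limit was not always enough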;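 further: z-score of nuclear minus cytoplasmic ring GR-EGFP intensity difference per well; some compounds called inactive have numbers as strong as hits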
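medium = tetracycline-free induction medium containing charcoal-stripped FBS | also added = 1.0 µM final dexamethasone stimulus | schedule = 48 h induction, 1 h compound, 30 min dex at 37 °C | technique = fixed, Hoechst-stained cells imaged at 10x for EGFP | measure = GR-EGFP nuclear translocation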
Lipid droplet = modulators of hepatic lipid droplet formation; AML12 mouse hepatocytes, oleate lipid droplets, BODIPY imaging; inhibition, % at 6.5 µM; hit rate 0.4% among 240,000; AID 1656;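 active means lipid droplet intensity inhibited by at least 50%, with more than 500 cells counted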
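Assay system: AML12 mouse liver cells | Compound: 6.5 µM single-point dosing | Schedule: Overnight exposure | Technique: Fluorescence imaging, 20x objective, two fields per well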
TNAP activators = human TNAP enzyme activators, primary screen, biochemical, luminescent, no phosphate acceptor, uHTS (AID 1001); hit rate 0.03% among 200,000; purified TNAP, luminescent activation assay, no phosphate acceptor; higher activation fold means a stronger effect; activation fold at 20 µM; hits with a dose series show EC50 in µM; in the data active means activation fold from about 3, or a potency from the dose series; inactive means the rest, 99 in 100 with activation fold below about 1.6; further: many of its hits are not listed in these tables
T cell HTS = T cell immune modulators affecting CD8 T cell-vesicle binding. calls only at 7 µM. 2C CD8+ T cell-vesicle binding, flow cytometry; hits give low values. hit rate 0.068% among 330,000;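 active means response, share of CD8 T cells binding vesicles, and their 90th percentile fluorescence all below set limits, cut at about 80% in these data, passing the limit was not always enough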
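Benchmarks: naked versus QL9-loaded vesicles / Assay system: purified 2C TCR transgenic mouse naive CD8+ T cells / Technique: high-throughput flow cytometry with anti-B7-1 and anti-CD8 staining / Timing: Cell–vesicle co-incubation 1.5 h at 37 °C, staining 20 min on ice / Read-out: percent CD8+ FL2 mean versus row control / Probe or stimulus: QL9-loaded Drosophila micro-vesicles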
Insulin prom up = MIN6 insulin promoter up-regulation; z-score at 5 µM; MIN6 insulin promoter-GFP reporter, high-content imaging; hits give high values; hit rate 0.3% among 190,000;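 active means z-score above 3 at 5 µM with at least 500 cells counted in the well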
MT stabilize HCS = microtubule stabilizers in HeLa cells; % tubulin-high responders, % at 10 µM; hit rate 0.83% among 200,000; AID 2205; HeLa tubulin immunostaining HCS, 24 h; share of cells brighter than vehicle mean+2SD;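 active means plate Z-score above 3 for both tubulin-high and condensed-nucleus cell shares, with cell loss under 80%, at 10 µM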;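 further: anti alpha tubulin signal scored within the nucleus-defined area of each cell; some results filed as inactive read as strong as hits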
bCat nuc transl = modulators of beta-catenin nuclear translocation; hit rate 0.3% among 190,000; AID 1665; nuclear translocation activity, % at 5 µM; HeLa beta-catenin nuclear translocation, immunofluorescence imaging;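 active means nuclear translocation activity above 50% at 5 µM, with a well cell count of 50 or more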;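 further: per-cell ratio of nuclear to cytoplasmic median beta-catenin stain intensity; plate controls were DMSO negative control for no effect and GSK-3 inhibitor IX positive control for full effect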
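Signal – beta-catenin immunofluorescence imaging with DAPI · Test system – human HeLa cell line · Dosing – 5 µM primary single dose, 0.1% DMSO, 0.02–20 µM confirmation series · Measure – % activation, nuclear-to-cytoplasmic median beta-catenin signal ratio per cell · Incubation – 24 h compound exposure at 37°C, 5% CO2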
PMI inhibitors = MPI enzyme activity inhibition – biochemical, fluorescence intensity, coupled assay, primary screen (AID 1209); inhibition, % at 20 µM; hits with a dose series show IC50 in µM; hit rate 0.42% among 190,000; purified PMI enzyme, coupled fluorescence intensity; higher % means a stronger effect; in the data active means inhibition above about 50%;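 further: plate controls were DMSO vehicle for no effect and wells lacking substrate for full effect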
Dynein cargo inh cytoplasmic EGFP = second read-out of Dynein cargo inh, no call of its own (marks repeat the call); z-score; measured here: cytoplasmic GR-EGFP intensity; hits give high values
Dynein cargo inh nuclear GR-EGFP = second read-out of Dynein cargo inh, no call of its own (marks repeat the call); z-score; measured here: nuclear GR-EGFP intensity;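 lower value marks the stronger effect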
Dynein cargo inh cell count = further read-out of Dynein cargo inh, marked with its call; z-score; measured here: cell count per field
Insulin prom up cell count = second read-out of Insulin prom up, no call of its own (marks repeat the call); cell count; measured here: cytotoxicity, nuclei count;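 total cells summed across four imaged fields per well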
Lipid droplet cells 6.5 µM = also measured in Lipid droplet; calls as there; cell count; measured here: cell count, cytotoxicity flag;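 cells counted across two imaged fields per well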
bCat nuc transl cell count 5 µM = also measured in bCat nuc transl; calls as there; cell count; measured here: cell count, cytotoxicity flag
T cell HTS vesicle-bound % = also measured in T cell HTS; calls as there; double positive events, %; measured here: CD8+ vesicle-bound cell fraction;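 binding gate set so that unloaded-vesicle control wells show 10% double positive cells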
MT stabilize HCS Hoechst-high % = second read-out of MT stabilize HCS, no call of its own (marks repeat the call); % Hoechst-high responders; measured here: nuclear condensation Hoechst responders;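 share of cells brighter than vehicle mean plus two SD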
MT stabilize HCS cytotoxicity % = also measured in MT stabilize HCS; calls as there; toxicity, %; measured here: cytotoxicity by cell density;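 0% = mean cell density of plate MIN control wells and 100% = no cells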
Myeloid diff MLP GFP+ MAC1+ % = further read-out of Myeloid diff MLP, marked with its call; GFP+ MAC1+ double positive, %; measured here: differentiation confirmed by MAC1 staining
An asterisk follows results filed as active; i = inactive; · = not tested or not shown.

SMILES	Myeloid diff MLP	Myeloid diff MLP GFP+ MAC1+ %	Dynein cargo inh	Dynein cargo inh cytoplasmic EGFP	Dynein cargo inh nuclear GR-EGFP	Dynein cargo inh cell count	Lipid droplet	Lipid droplet cells 6.5 µM	TNAP activators	T cell HTS	T cell HTS vesicle-bound %	Insulin prom up	Insulin prom up cell count	MT stabilize HCS	MT stabilize HCS Hoechst-high %	MT stabilize HCS cytotoxicity %	bCat nuc transl	bCat nuc transl cell count 5 µM	PMI inhibitors
Cc1ccc(-n2nc3cc(C)c(N)cc3n2)cc1	i	1.2	-0.508	-0.289	-0.38	1.14	13.5	751	1.1	i	17.0	-0.88	846	4.3	2.6	6.4	-2.7	1204	75.3%*
O=c1[nH]cc(N2CCCCCC2)c(=O)[nH]1	i	0.5	0.0124	-0.217	0.507	-0.481	-0.2	658	·	i	8.7	-0.25	1056	·	·	·	0.4	1315	·
CC(=O)N1CC[n+]2c(-c3ccc(Cl)cc3Cl)csc21	i	0.4	-1.23	-0.266	0.0195	0.319	-15.0	720	1	i	58.3	-0.3	1301	3.1	3.1	6.4	-1.4	544	-8.1%
O=C(CN1CCN(C(=O)c2ccco2)CC1)Nc1ccc2c(c1)OCO2	i	1.1	-0.333	-0.119	-0.601	-0.262	·	·	·	i	7.7	·	·	3.6	2.6	4.8	·	·	·
CCO[C@H]1OC(C(=O)N2CCOCC2)=C[C@@H](C2CC2)[C@@H]1CCCO	i	1.1	-0.484	-0.31	0.0171	0.377	-1.2	720	1.1	i	45.4	-0.86	1395	5.1	1.0	8.1	3.8	1185	-3.3%
CCc1c(C)sc(NC(=O)Cn2nc(C(F)(F)F)c3c2CCCC3)c1C#N	i	1.0	0.442	-0.236	0.00386	0.527	-7.8	578	1.1	i	38.3	0.26	1869	3.8	1.9	4.5	1.8	1142	15.3%
Cc1ccc2[nH]c3c(c2c1)CCCC3C(N)=O (stereo not drawn)	i	0.6	-0.154	-0.244	-0.237	-0.0798	-7.4	597	1.1	i	38.6	-0.03	1505	2.9	2.6	6.2	0.7	1076	6.2%
COc1ccccc1Nc1ncnc2nc[nH]c12	i	2.1	0.183	-0.238	0.76	0.884	15.4	791	1	i	39.1	·	·	1.7	1.5	6.9	·	·	0.5%
COC(=O)C1CCN(Cc2cn(-c3ccccc3)nc2-c2ccc3c(c2)OCO3)CC1	i	0.8	0.749	-0.332	0.392	0.455	-0.5	691	1.1	i	53.5	0.23	1507	2.3	1.6	3.0	-1.4	1115	13.4%
Cc1onc(-c2ccccc2)c1C(=O)NCC1CCCO1 (stereo not drawn)	i	0.3	0.129	0.0213	0.00189	0.312	-2.9	704	1.1	i	45.1	-0.3	1365	3.8	1.8	2.3	·	·	1.6%
COCCCN1C(=O)C(=O)/C(=C(/O)c2ccc(OCC(C)C)cc2C)C1c1cccnc1 (stereo not drawn)	i	3.6	0.172	0.46	0.838	0.29	8.0	663	1.1	i	12.0	-0.29	1330	2.8	0.1	30.4	-1.7	1071	7.5%
CC(C)(C)C1(O)CC(C(F)(F)F)=NN1C(=O)Cc1ccc([N+](=O)[O-])cc1 (stereo not drawn)	i	0.9	-0.503	-0.322	-0.493	0.683	-110.0	724	1.1	i	61.0	·	·	2.4	2.9	7.6	-0.1	639	1.3%
COc1ccc(-c2noc(CCC(=O)NCCCN3CCC(C)CC3)n2)cc1	i	1.0	-0.186	-0.17	0.292	-0.0825	-17.5	773	1	i	47.5	·	·	1.2	0.9	2.4	-8.2	1104	-2.9%
CCCCC(=O)Nc1cccc(NC(=O)c2cccnc2Cl)c1	i	0.0	1.98	-0.0874	1.56	-1.64	8.3	715	·	i	33.8	0.18	1021	·	·	·	0.5	1304	·
Cc1ccccc1OCCC(=O)Nc1ccc(F)c(Cl)c1	i	0.4	0.856	-0.202	0.507	-1.46	-38.4	704	1	i	32.9	0.15	1465	1.9	2.2	14.4	0.0	1114	13.0%
CCn1c(O)c(N=NC(=O)Cc2csc(N3CCOCC3)n2)c2ccccc21	i	0.1	0.5	0.57	0.633	0.861	12.9	706	1.1	i	30.4	-0.63	1295	3.3	2.5	9.1	-3.0	1091	4.2%
Cc1c(C(=O)O)[nH]c2c1C(=O)CC(c1ccc(Cl)cc1)C2 (stereo not drawn)	i	9.0	-0.46	-0.254	0.272	-0.0725	-7.2	703	1	i	49.6	0.82	2012	2.5	2.1	2.8	0.4	999	2.0%
COc1ccc(-c2nnn(CCc3nn[nH]n3)n2)cc1	i	1.0	-0.149	-0.253	-0.479	0.378	·	·	·	i	46.7	·	·	2.7	2.0	3.9	·	·	·
Cc1coc2cc3oc(=O)cc(C)c3cc12	i	3.7	0.515	-0.171	0.0404	-0.386	52.5*	661*	1.1	i	52.4	-0.05	1308	1.7	3.1	10.8	-3.1	530	-7.2%
O=C(CNC(=O)c1ccc(Br)o1)NCc1ccc2c(c1)OCO2	i	0.9	0.28	-0.201	0.991	0.114	·	·	1.1	i	38.7	0	1602	1.9	2.4	8.2	-1.5	806	7.1%
O=C(NCc1cccnc1)C1CCC(CNS(=O)(=O)c2ccc(Cl)cc2)CC1 (stereo not drawn)	i	0.9	-0.124	-0.0697	0.0834	0.231	-1.3	680	1.1	i	·	-0.35	1237	2.2	1.6	8.7	-2.4	1011	5.0%
CCCn1c(=O)[nH]c(=O)c2c1nc(-c1ccc(OC(F)(F)C(F)C(F)(F)F)cc1)n2CCOC (stereo not drawn)	i	1.3	0.0005	-0.4	-0.287	1.64	0.8	697	1	i	2.4	0.65	1034	1.9	1.8	28.1	·	·	-12.3%
COc1ccc(/C=C/c2nc3cc(-c4ccccc4)ccc3o2)cc1O	i	0.2	0.0425	-0.173	0.233	-0.199	1.2	658	1.1	i	43.4	-0.08	1019	2.0	2.2	14.3	4.4	896	0.1%
Cc1ccc2cc(CN(CC3CCCO3)S(=O)(=O)c3c(C)ccc4nsnc34)c(=O)[nH]c2c1 (stereo not drawn)	i	4.3	-0.0903	0.126	0.482	0.244	·	·	1.1	i	58.2	-0.01	1208	3.6	2.9	13.3	-1.1	1138	8.0%
CCC(=O)NNc1cccc(Cl)n1	i	1.4	1.2	0.1	1.45	0.0766	·	·	1.1	i	38.6	0.15	1539	2.3	2.8	8.4	2.4	1341	10.5%

The list continues:
SMILES	Myeloid diff MLP	Myeloid diff MLP GFP+ MAC1+ %	Dynein cargo inh	Dynein cargo inh cytoplasmic EGFP	Dynein cargo inh nuclear GR-EGFP	Dynein cargo inh cell count	Lipid droplet	Lipid droplet cells 6.5 µM	TNAP activators	T cell HTS	T cell HTS vesicle-bound %	Insulin prom up	Insulin prom up cell count	MT stabilize HCS	MT stabilize HCS Hoechst-high %	MT stabilize HCS cytotoxicity %	bCat nuc transl	bCat nuc transl cell count 5 µM	PMI inhibitors
O=S(=O)(Nc1ccc(-c2nc3cccnc3s2)cc1)c1cccs1	i	1.2	-0.903	-0.173	-0.39	-0.138	7.6	676	1.1	i	26.0	-1.26	1955	4.2	2.3	6.2	2.1	1088	13.3%
CCN1CCN(c2nc(Nc3ccc(OC)cc3)nc(N)c2[N+](=O)[O-])CC1	i	0.5	0.0763	-0.269	0.16	0.721	20.7	726	·	i	20.2	-0.53	1537	·	·	·	0.1	1335	·
CCCCNc1cc(=O)n(C)c(=O)[nH]1	i	1.0	-0.863	0.0628	-0.323	-0.138	·	·	1.1	i	57.0	2.07	960	1.9	3.8	1.6	·	·	14.5%
CCCCSc1nnc(NC(=O)CCc2ccccc2)s1	i	0.9	-0.677	0.0411	-0.0393	0.341	0.1	773	0.9	i	35.2	1.69	826	2.9	2.0	7.2	0.6	998	1.8%
O=C(C(=O)N1CC=C(c2ccccc2)CC1)c1c[nH]c2ccccc12	i	0.7	-0.0204	0.459	0.0682	-0.527	-6.2	652	1	i	46.4	2.16	1495	4.5	4.3	8.9	-1.2	1075	25.2%
CCOC(=O)c1c(NC(=O)/C=C\C(=O)O)sc(C)c1-c1ccccc1	i	1.0	-3.52*	0.21*	-1.89*	0.465*	-0.9	680	1.1	i	55.7	·	·	6.3	2.7	4.6	0.0	1484	-7.7%
COc1ccc(N(CC(=O)Nc2cccc([N+](=O)[O-])c2C)S(C)(=O)=O)cc1OC	i	0.3	0.337	-0.222	0.294	-0.604	2.5	735	1.1	i	43.2	0.14	1312	6.1	1.9	0.1	-3.3	595	-6.8%
COc1cccc(Nc2nnc(SCN3C(=O)c4ccccc4C3=O)s2)c1	i	1.4	0.0331	-0.272	-0.0994	0.116	-9.9	614	1	i	6.6	1.44	1564	3.1	2.9	2.7	-1.3	1110	12.9%

Screening results (PubChem)
